ABCB6 inh 2: inhibitors of human ABC transporter ABCB6 | Q9NP58 | K562-ABCB6 porphyrin accumulation, flow cytometry, 1 h; hits give low values | fluorescence ratio to DMSO, % at 10 µM | actives 0.19% (n = 360,000);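 active = fluorescence ratio to DMSO below 75%, the collection mean minus 3 SD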;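 note: signal is porphyrin accumulated inside mitochondria; 100% equals median channel fluorescence of DMSO control wells; lower ratio means ABCB6 inhibition with less porphyrin fluorescence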
Cardio protect: protects H9c2 cardiomyocytes from peroxide injury; protection from H2O2 cell death, % at 20 µM; actives 0.63% (n = 360,000); H2O2 injury protection, ATPLite, 2 h;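 active = compounds giving at least 50% protection of heart cells from peroxide-induced death in the single-dose screen, raw or plate-pattern-corrected value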;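 note: 0% = DMSO wells with peroxide and 100% = DMSO wells without peroxide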
CaV13 FRET inh: Disruptors of the CACNA1D IQ motif to Ca2+-dependent inactivation inhibitor domain association, primary screening, Förster resonance energy transfer in intact living …; HEK cells, CFP/YFP FRET ICDI-IQ, plate reader, 10 min; percent FRET-ratio fall versus neutral wells; inhibition, % at 12.3 µM; actives 0.098% (n = 340,000);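 active = mean replicate inhibition of at least 30% and at least 1% of replicates passing that level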;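 note: 0% = median of the neutral control wells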
HTR2A ag: mouse HTR2A agonism via beta-arrestin recruitment | P35363 | CHO-K1 mHTR2A beta-arrestin complementation, luminescence; percent of 30 µM serotonin response | activation, % at 7.6 µM | actives 0.66% (n = 360,000) | AID 624169;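 active = activation above a run cutoff, the mean activation of all tested compounds plus 3 SD, cut at about 14% in these data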;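 note: 0% = plate median of compound wells and 100% = 30 µM serotonin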
Target sequence (P35363 whole entry, looked up): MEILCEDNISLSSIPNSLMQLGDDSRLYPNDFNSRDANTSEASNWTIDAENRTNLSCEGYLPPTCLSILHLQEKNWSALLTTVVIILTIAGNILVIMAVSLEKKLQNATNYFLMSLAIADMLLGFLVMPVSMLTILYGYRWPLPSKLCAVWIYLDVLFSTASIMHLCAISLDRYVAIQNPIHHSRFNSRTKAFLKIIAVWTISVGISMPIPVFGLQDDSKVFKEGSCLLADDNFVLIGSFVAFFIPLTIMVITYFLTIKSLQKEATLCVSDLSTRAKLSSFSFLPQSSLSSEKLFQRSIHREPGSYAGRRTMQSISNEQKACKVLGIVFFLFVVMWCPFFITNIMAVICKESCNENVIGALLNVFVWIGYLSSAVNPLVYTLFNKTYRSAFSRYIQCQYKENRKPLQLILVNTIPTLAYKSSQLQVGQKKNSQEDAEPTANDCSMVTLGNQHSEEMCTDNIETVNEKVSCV
Glyco luc inh: N-linked glycosylation inhibition; D54 ERlucT glycosylation luciferase reporter, 24 h; percent of 100 nM tunicamycin response; reporter increase, % at 12.5 µM; actives 0.23% (n = 360,000); AID 588692;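 active = mean luciferase reporter signal, scaled so untreated is 0 and the glycosylation-blocking control 100, at or above a set limit in every replicate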;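 note: luciferase carries N-glycosylation sites so blocking glycosylation raises the light; 0% = median of neutral control wells and 100% = median of 100 nM tunicamycin wells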
MC4R ag barr: activates human MC4R beta-arrestin recruitment; P32245; U2OS MC4R beta-arrestin complementation, luminescence; percent of melanotan II response, DMSO zero; activation, % at 8.9 µM; actives 0.98% (n = 360,000);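 active = activation above a per-plate cutoff, the mean activation of sample wells on that plate plus 3 SD, cut at about 8% in these data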
Target sequence (P32245 whole entry, looked up): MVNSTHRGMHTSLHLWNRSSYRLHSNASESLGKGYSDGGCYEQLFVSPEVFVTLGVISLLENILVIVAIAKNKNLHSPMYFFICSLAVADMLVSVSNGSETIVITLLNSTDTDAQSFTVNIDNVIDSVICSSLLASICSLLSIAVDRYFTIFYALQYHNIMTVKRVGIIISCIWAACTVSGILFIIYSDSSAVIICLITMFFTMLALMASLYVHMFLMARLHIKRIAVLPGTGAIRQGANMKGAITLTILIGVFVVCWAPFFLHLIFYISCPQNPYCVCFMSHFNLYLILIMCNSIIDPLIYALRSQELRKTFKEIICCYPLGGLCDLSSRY
MC4R antag cAMP: human MC4R antagonism in cAMP assay; P32245; MC4R-expressing cells, MTII-stimulated cAMP, LANCE TR-FRET; inhibition, % at 6.5 µM; actives 0.48% (n = 360,000); AID 540295;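 active = inhibition above its plate's cutoff, the mean of tested wells on that plate plus 3 SD, cut at about 29% in these data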;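 note: 0% = Melanotan II alone and 100% = Melanotan II plus saturating MCL0020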
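System: U2OS cells stably expressing human melanocortin 4 receptor (MC4R). Reagent: Melanotan II challenge after compound preincubation. Doses: 6.5 µM. Times: 30-min compound, 1-h challenge, 1-h detection, room temperature. Measured by: TR-FRET with Eu-cAMP and labeled anti-cAMP, 671 nm. Replicates: singlicate.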
Exocytosis inh: blocks lytic granule exocytosis. AID 651702. actives 0.66% (n = 360,000). TALL-104 LAMP-1 surface exposure, flow cytometry; cells stimulated with thapsigargin and PMA. inhibition, % at 10 µM;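 active = inhibition above about 55%, limit read from the data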
PDI turbidity: PDI (human) enzyme inhibition | PDI insulin aggregation turbidity, A650, 90 min | actives 0.052% (n = 350,000) | P07237 | inhibition, % at 10 µM | AID 588391;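 active = mean inhibition across replicates of 30% or more, whatever share of single replicates reach that level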;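 note: absorbance from insulin aggregation driven by PDI reduction with DTT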
ABHD5 PLIN5 PPI: ABHD5-PLIN5 protein interaction inhibition. Q00G26+Q8WTS1. Split G. princeps luciferase complementation, luminescence, 4 h. inhibition, % at 4 µM. actives 0.78% (n = 360,000);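 active = inhibition above the mean inhibition across every tested compound plus 3 SD, cut at about 22% in these data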;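 note: 0% = DMSO only wells and the 100% control is not disclosed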
Numbers without * were called inactive; / = no result given.

Structure,Glyco luc inh,CaV13 FRET inh,HTR2A ag,ABCB6 inh 2,MC4R ag barr,PDI turbidity,Cardio protect,Exocytosis inh,MC4R antag cAMP,ABHD5 PLIN5 PPI
Cc1c(C(=O)NC(=S)Nc2ccc(NC(=O)c3cccs3)cc2)oc2ccccc12,-6,-13,6,90,-1.0,3,3,-1,2,-2
O=C(N/N=C/c1cccc(C(F)(F)F)c1)c1ccc(O)cc1,0,-7,0,97,-1.1,-6,-3,0,-6,2
CC(C)(C)S(=O)(=O)/C(C#N)=N/Nc1ccc(C#N)cc1,0,-3,2,110,0.1,-6,-11,2,8,-5
CC(C)NC(=O)N1CCN(c2ccncc2S(=O)(=O)N2CCCCC2)CC1,1,-6,-5,106,-2.3,5,-2,5,-1,-2
Cc1ccc2cc(COC(=O)c3cccc([N+](=O)[O-])c3)c(=O)[nH]c2c1,-1,3,-2,104,0.1,3,-2,-4,-3,-1
CCc1c(C)nc2c(-c3ccccc3)c(C)nn2c1Nc1ccc(NC(C)=O)cc1,-3,-19,-9,109,0.4,-2,4,8,18,-5
CN1OC[C@@H]2CN(C(=O)CCc3ccccc3)[C@H](c3cccc(Oc4ccccc4)c3)C[C@@H]21,2,-6,-2,97,3.1,12,14,-1,14,-1
C[C@H]1[C@@H](c2ccccc2)Oc2ccc(Cl)cc2S(=O)(=O)N1Cc1ccc(F)cc1F,-8,-5,-5,98,-0.5,5,-8,9,2,-1
CCN1CCN(C(=S)Nc2ccc3nc(N4CCN(C)CC4)cc(C)c3c2)CC1,-2,-5,-3,98,-2.2,0,6,4,14,0
S=c1[nH]nc(COc2ccccc2)n1-c1ccc(Cl)cc1,1,10,2,102,-0.4,-2,0,-11,6,-12
COc1cccc(CNc2ncnc3cc(OC)c(OC)cc23)c1,1,1,-3,84,-1.6,3,-10,0,5,-1
NC(=O)c1oc2ccccc2c1NC(=O)C1CC(=O)N(c2ccccc2)C1 (centres undefined),2,-5,-2,102,0.4,-6,9,0,14,-4
CCOc1nc(Oc2cccc(C(=O)O)c2)nc(Oc2cccc(C(=O)O)c2)n1,1,-2,-1,99,-0.5,-4,8,1,-3,-3
CCC(CC)C(=O)Nc1cc(C)cc(C)c1,3,-6,-3,94,0.3,24,-5,0,7,2
Cc1cc(NC(=O)c2ccc(Br)c([N+](=O)[O-])c2)no1,-1,4,-2,93,9.3*,-5,-5,-8,19,1
O=C(Cn1c(=O)oc2ccccc21)NCC1COc2ccccc2O1 (centres undefined),/,-3,-5,100,-1.9,-4,-1,0,2,-2
CCCCOc1ccc(C(=O)NCC(=O)NCC(c2ccc(OC)cc2)N2CCCC2)cc1 (centres undefined),-4,-6,-4,101,-1.9,5,12,-2,0,0
COCC(=O)NNS(=O)(=O)c1ccccc1[N+](=O)[O-],1,-5,1,107,-1.3,12,5,-2,10,7
S=C(NCCCc1ccccc1)NCc1ccccc1,0,-6,-3,98,-3.2,5,1,2,-1,0
Cc1ccc(-n2ncc3c(=O)[nH]c(SCC(=O)N4CCN(c5ccccc5)CC4)nc32)cc1,0,/,5,96,-0.6,5,5,0,5,-3
CNS(=O)(=O)c1cn(CC(=O)N(C)Cc2ccccc2)cc1S(=O)(=O)NC,2,-13,-9,77,-3.0,4,0,-2,0,-1
Cn1c(CCNC(=O)c2ccco2)nc2cc([N+](=O)[O-])ccc21,1,/,2,98,-4.0,-10,1,-2,-5,5
COc1ccc(-c2nnn(Cc3nc(N)nc(N4CCOCC4)n3)n2)cc1OC,-1,-5,1,112,-1.0,0,-3,-1,5,-1
CCc1nc2c(OCc3c(C)noc3C)cccn2c1N(C)C(=O)C(C)C,1,/,-2,98,1.1,4,10,2,-5,3
CCC(C)(C)n1nnnc1C(c1ccc2ncccc2c1)N1CCN2CCCC2C1 (centres undefined),-1,-6,-8,98,-2.6,3,5,-1,3,-8
Cc1ccn2c(CNC(C)c3cn(C)nc3C)c(C(=O)N3CCCCCC3)nc2c1 (centres undefined),-2,-3,-6,91,-3.7,1,3,7,6,-2
Cc1cc(C)n(-c2ccc3nnc(C)n3n2)n1,3,-13,0,98,-1.8,-5,12,2,-6,-2
CCCCCCCCCC[n+]1cccc(C(=O)N(CC)CC)c1,2,-5,-1,104,-2.1,-3,4,-11,5,8
CCOC(=O)C1CCN(c2c(NCc3ccc(C(=O)NCCOC)cc3)c(=O)c2=O)CC1,1,/,-5,95,-1.5,-5,9,2,4,-2
COC(=O)[C@@H]1[C@H](CCc2ccccc2)NC(=O)N(Cc2ccccc2)[C@@H]1C,-2,-4,-9,94,-1.3,2,-2,4,-4,-6
N#CC(Sc1ccccn1)c1ccc(Cl)cc1 (centres undefined),0,-6,-8,98,-1.3,-11,-3,0,-2,-2
C/C(=N\O)c1ccc2c(c1)OCCO2,2,1,6,89,1.2,13,-5,6,2,7
CSc1ccccc1NC(=O)CCn1c(=O)sc2ccccc21,1,/,-1,96,-0.1,4,6,-1,8,-4
Cc1noc(C)c1C(=O)OCC(=O)C12CC3CC(CC(C3)C1)C2,1,1,0,98,0.6,3,2,-3,-2,3
O=C(NCC1CCCO1)C(c1cccs1)N(C(=O)c1ccc(-c2ccccc2)[nH]1)C1CCCC1 (centres undefined),-1,-5,0,100,-1.7,0,-3,26,-1,0
CC1(C)CC(=O)C2=C(C1)OC(N)=C(C#N)C2c1ccccc1OC(=O)N1CCOCC1 (centres undefined),1,/,-2,96,0.7,-7,-4,3,14,8
COc1ccc(C(=O)Nc2nc(OCC(F)(F)F)cnc2/C=C\c2ccccc2)c(OC)c1,-4,-5,2,93,-2.4,4,-2,10,3,-2
CC(C)c1ccc(-c2nc(N3CCOCC3)[nH]c(=O)c2C#N)cc1,3,-7,2,93,-0.3,-11,0,2,6,-2
COc1ccc(-c2c(C)c3ccc(O)cc3oc2=O)cc1OC,2,-15,2,102,-3.8,2,8,11,-4,-7
CC(=O)c1cc(C(=O)N2CCc3c([nH]c4ccccc34)C2C2CCCCC2)[nH]n1 (centres undefined),2,-7,-11,153,-3.7,-2,-12,4,0,2
O=C(Cc1ccc(OCc2ccccc2)cc1)NCc1ccc2c(c1)OCO2,6,-6,9,100,/,/,4,-12,/,1
CC1CCCN(C(=O)c2cccc(S(=O)(=O)N3CCCc4ccccc43)c2)C1 (centres undefined),-1,-5,7,97,-1.6,-4,-5,2,0,4
CSc1nnc(CCNS(=O)(=O)c2ccc(Br)cc2)n1C,0,-2,1,100,-0.6,10,-1,5,10,-11
O=C(C[C@H]1C[C@H]2c3cc(NS(=O)(=O)c4ccc(F)cc4)ccc3O[C@H]2[C@H](CO)O1)NCc1ccncc1,1,-4,-7,94,-1.7,-2,11,1,0,-1
CN(Cc1ccccc1)C(=O)c1cccc(NC(=O)Cc2ccc(NC(=O)C3CCCN(C(=O)C4CCCCC4)C3)cc2)c1 (centres undefined),-3,-10,-5,100,1.5,2,-14,-1,25,4
CCc1cc(C(=O)O)c(NC(=O)/C=C/c2ccc(OC)cc2)s1,2,-17,0,99,0.7,0,-5,0,4,2
CC(C)C/C(O)=C/c1nc2cc(Cl)ccc2oc1=O,-6,-5,7,93,-1.4,3,-7,1,5,-2
CCCCn1c(N)c(Sc2ccc(C)cc2)c(=O)[nH]c1=O,3,-5,4,96,-0.1,-1,-2,7,-7,1
COc1ccc(S(=O)(=O)NCCOc2cccc3cccnc23)cc1OC,2,-1,-2,106,-1.1,2,-4,1,1,0
Cc1c(Cl)cccc1NC(=O)CN1CCC(NC(=O)C2CCCCC2)CC1,-2,/,3,95,-0.4,8,-3,-2,16,4

(more compounds)
Structure,Glyco luc inh,CaV13 FRET inh,HTR2A ag,ABCB6 inh 2,MC4R ag barr,PDI turbidity,Cardio protect,Exocytosis inh,MC4R antag cAMP,ABHD5 PLIN5 PPI
CCc1nnc(NC(=O)CSc2ncc(-c3ccccc3)[nH]2)s1,2,-7,-4,98,-1.4,0,10,-5,-2,-3
Cc1nn(C)cc1S(=O)(=O)NC1CCCC1,1,-4,7,96,-2.1,4,5,-1,-8,3
CCOc1ccc(C(=O)OC2CCCN(C)C2)cc1 (centres undefined),-7,-5,-5,96,-0.2,-6,-4,-3,2,2
O=Cc1c(Sc2ccccc2)nc2ccccn2c1=O,5,-7,-4,103,-2.5,-5,5,-2,5,11
CCN(CC)c1ccc2c(C)c(-c3ccc(N)cc3)c(=O)oc2c1,-5,/,-1,115,2.5,-5,-17,25,18,-6

Grouped by structure, those above containing an aryl methoxy group (7)
Structure,Glyco luc inh,CaV13 FRET inh,HTR2A ag,ABCB6 inh 2,MC4R ag barr,PDI turbidity,Cardio protect,Exocytosis inh,MC4R antag cAMP,ABHD5 PLIN5 PPI
COc1cccc(CNc2ncnc3cc(OC)c(OC)cc23)c1,1,1,-3,84,-1.6,3,-10,0,5,-1
CCCCOc1ccc(C(=O)NCC(=O)NCC(c2ccc(OC)cc2)N2CCCC2)cc1 (centres undefined),-4,-6,-4,101,-1.9,5,12,-2,0,0
COc1ccc(-c2nnn(Cc3nc(N)nc(N4CCOCC4)n3)n2)cc1OC,-1,-5,1,112,-1.0,0,-3,-1,5,-1
COc1ccc(C(=O)Nc2nc(OCC(F)(F)F)cnc2/C=C\c2ccccc2)c(OC)c1,-4,-5,2,93,-2.4,4,-2,10,3,-2
COc1ccc(-c2c(C)c3ccc(O)cc3oc2=O)cc1OC,2,-15,2,102,-3.8,2,8,11,-4,-7
CCc1cc(C(=O)O)c(NC(=O)/C=C/c2ccc(OC)cc2)s1,2,-17,0,99,0.7,0,-5,0,4,2
COc1ccc(S(=O)(=O)NCCOc2cccc3cccnc23)cc1OC,2,-1,-2,106,-1.1,2,-4,1,1,0
